LDHA inh = inhibitors of human lactate dehydrogenase A; P00338; purified LDHA, NADH/diaphorase-resazurin fluorescence; stronger effect = lower value; activity change, % (values are at about 110 or 230 µM); 480,000 compounds, 0.15% hits; AID 1347041; in the data active = activity change below about -30%; inconclusive = mostly about -25% to -30%;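 also: plate controls were DMSO wells for no effect and wells without enzyme for full effect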
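LDH5 2 nM; NADH 0.06 mM, pyruvate 0.2 mM; 200 mM Tris pH 7.4, EDTA, Tween-20; 5 min RT. Detection: diaphorase 0.133 mg/mL + resazurin 37 µM, fluorescence ex540/em590 at 0 and 20 min; normalized to enzyme-free and DMSO wells.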
TrxR1 substrate = rat thioredoxin reductase 1 substrate activity. purified TrxR1 substrate turnover, NADPH consumption readout. Potency, µM (titrated, usually from 114 µM), for the others: at the highest dose activity change, negative = substrate turnover. O89049. 390,000 compounds, 0.01% hits; also: potency is read from the fitted curve at half-maximal effect; % is scaled to controls: 0 for no effect and ±100 for the full control effect; nearly all actives have a fitted effect of over 50% in size
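Rat TrxR1, dispensed at 90 nM, was prereduced with 400 uM NADPH (final) for 5 min at ~22 deg C, then incubated with compound 15 min before 400 uM selenite. A first-read NADPH fluorescence drop versus no-compound background flagged substrates.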
GRP78 ERSR act = ER stress response induction in glioma; U87-MG GRP78 promoter luciferase reporter, 16 h; Potency, µM, for the others: at the top dose activation, most hits filed as activators; 420,000 compounds, 0.02% hits; also: potency is read from the fitted curve at half-maximal effect; series mostly up to about 76 µM; % of control where 0% means no effect; nearly all actives have a fitted effect of over 35% in size
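ERSR induction read as luciferase luminescence (Bright-Glo, 10 min at room temperature) in stably transfected human U87-MG glioma cells exposed to compounds for 16 h, using GRP78 as sensor.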
USP1-UAF1 inh = blocks the human USP1/UAF1 deubiquitinase complex; Potency, µM (highest dose often 57.1 µM), for inactives: at the highest dose activity change, negative = inhibition, usual class: inhibitors; recombinant USP1/UAF1, Ub-Rhodamine cleavage fluorescence; 390,000 compounds, 0.23% hits; O94782; also: potency is read from the fitted curve at half-maximal effect; % is scaled to controls: 0 for no effect and ±100 for the full control effect; nearly all actives have a fitted effect of over 60% in size; inactives centre near -12
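High-throughput fluorogenic screen: 1nM USP1/UAF1 complex, Ub-Rho substrate 150nM final, 50mM HEPES pH 7.8 with 0.5mM EDTA, 0.1 mg/ml BSA, 1mM TCEP and 0.01% Tween-20.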
TrxR1 inh = blocks rat thioredoxin reductase 1; O89049; recombinant rTrxR1, NADPH fluorescence consumption, selenite substrate; Potency, µM (doses to about 114 µM), for the others: top-dose activity change, negative = inhibition, most hits filed as inhibitors; 390,000 compounds, 1% hits; AID 588453; also: potency is read from the fitted curve at half-maximal effect; % is scaled to controls: 0 for no effect and ±100 for the full control effect; nearly all actives have a fitted effect of over 65% in size
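Rat TrxR1 (90 nM in the dispensed reagent) was pre-reduced with 400 uM NADPH for 5 min at room temperature, then incubated with compound for 15 min. After 400 uM selenite was added, NADPH fluorescence (Ex 340/Em 450 nm) was followed for 8 min.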
Vif-A3F inh = inhibitors of Vif-A3F interaction | HeLa A3F-eYFP + Vif (tagged APOBEC3F with the HIV-1 protein that degrades it), YFP fluorescence increase | Potency, µM (doses to about 46.1 µM), without a hit: top-dose activity, negative = active | 390,000 compounds, 0.2% hits | AID 602313; also: potency is read from the fitted curve at half-maximal effect; % of control where 0% means no effect; nearly all actives have a fitted effect of over 65% in size
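HeLa cells stably expressing A3F-eYFP plus Vif, plated and incubated overnight at 37 deg C, then exposed to compounds overnight at 37 deg C. Blocked degradation read as raised yellow fluorescence (Ex 488/Em 500-530).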
IDH1 R132H inh = human IDH1 R132H inhibition; 390,000 compounds, 0.093% hits; IDH1-R132H enzyme, NADPH consumption, diaphorase/resazurin fluorescence; Potency, µM (doses to about 76.6 µM), inactives show at the top dose activity change, negative = inhibition, actives largely listed as inhibitors; AID 602179; O75874; also: potency is read from the fitted curve at half-maximal effect; % is scaled to controls: 0 for no effect and ±100 for the full control effect; nearly all actives have a fitted effect of over 65% in size
Target sequence (O75874 whole entry R132H, stated change not applied): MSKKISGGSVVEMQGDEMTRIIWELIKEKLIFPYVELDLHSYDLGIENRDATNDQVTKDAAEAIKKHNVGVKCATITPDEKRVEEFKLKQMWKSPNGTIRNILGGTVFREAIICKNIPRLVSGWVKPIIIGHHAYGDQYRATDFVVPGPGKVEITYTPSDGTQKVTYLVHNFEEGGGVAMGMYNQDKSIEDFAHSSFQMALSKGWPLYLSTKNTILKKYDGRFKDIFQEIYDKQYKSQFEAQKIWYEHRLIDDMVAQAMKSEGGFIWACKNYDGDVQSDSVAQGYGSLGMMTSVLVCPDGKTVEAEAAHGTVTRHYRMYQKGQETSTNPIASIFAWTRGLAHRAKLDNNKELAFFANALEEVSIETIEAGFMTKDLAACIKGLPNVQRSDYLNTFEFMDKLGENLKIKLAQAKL
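IDH1-R132H (0.5 ug/mL) preincubated 30 min with compound, then NADPH (0.016 mM) and alpha-KG (2 mM) added; 80 min at RT, pH 7.5. Remaining NADPH coupled via diaphorase/resazurin to fluorescence (540/590 nm); concentration-response curves normalized to no-enzyme control.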
Vif-A3G inh = inhibitors of Vif-APOBEC3G interaction | Potency, µM (titrated, usually from 46.1 µM), for the others: at the highest dose activity, negative = active, actives largely listed as inhibitors | 410,000 compounds, 0.076% hits | HeLa A3G-eYFP + Vif (tagged APOBEC3G with the HIV-1 protein that degrades it), YFP fluorescence, overnight | Q9HC16;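 also: potency is read from the fitted curve at half-maximal effect; % is scaled to controls: 0 for no effect and ±100 for the full control effect; nearly all actives have a fitted effect of over 60% in size; hits raise eYFP signal because A3G escapes Vif-driven loss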
Target sequence (Q9HC16 whole entry, looked up): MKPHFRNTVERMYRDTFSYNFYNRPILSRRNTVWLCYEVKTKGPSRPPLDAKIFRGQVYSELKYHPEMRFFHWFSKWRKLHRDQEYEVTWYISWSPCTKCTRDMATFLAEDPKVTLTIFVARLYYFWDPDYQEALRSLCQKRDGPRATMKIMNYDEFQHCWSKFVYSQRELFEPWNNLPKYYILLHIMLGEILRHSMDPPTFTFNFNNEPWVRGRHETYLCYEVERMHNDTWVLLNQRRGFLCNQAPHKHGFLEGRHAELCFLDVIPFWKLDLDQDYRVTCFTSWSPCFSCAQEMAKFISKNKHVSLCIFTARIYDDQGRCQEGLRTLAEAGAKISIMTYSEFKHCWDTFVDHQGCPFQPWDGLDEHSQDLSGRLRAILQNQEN
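Read-out is eYFP fluorescence (Ex 488/Em 500-530) from Vif-expressing HeLa A3G-eYFP cells; more signal means A3G escaped Vif-mediated degradation. Cells plated overnight, compound pinned in, incubated overnight at 37 deg C.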
RGS4 inhibitor = inhibitors of human regulator of G protein signaling 4 | P49798 | Potency, µM (titrated, usually from 114 µM), for inactives: at the top dose activity change, negative = inhibition, actives largely listed as inhibitors | 390,000 compounds, 0.039% hits | Transcreener GDP fluorescence polarization, RGS4-accelerated GTP hydrolysis; also: potency is read from the fitted curve at half-maximal effect; % is scaled to controls: 0 for no effect and ±100 for the full control effect; nearly all actives have a fitted effect of over 75% in size; some results filed as inactive show a strong effect at the top dose
Target sequence (P49798 whole entry, looked up): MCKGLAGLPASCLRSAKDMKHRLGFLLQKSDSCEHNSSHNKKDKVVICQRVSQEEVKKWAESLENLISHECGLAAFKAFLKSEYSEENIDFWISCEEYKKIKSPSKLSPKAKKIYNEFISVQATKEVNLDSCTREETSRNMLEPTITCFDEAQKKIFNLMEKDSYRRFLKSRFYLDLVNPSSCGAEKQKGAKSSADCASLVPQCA
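MLSMR compounds (23 nl, pin-transferred) preincubated 10 min at room temperature with a 500nM (2x) first reagent, then RGS4 at 900nM (2x) plus Transcreener GDP mix added; fluorescence polarization (620/688 nm) read before and after 90 min at 30 °C.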
* marks the source's active call; other numbers are inactive results; u = inconclusive; & = joins results of further samples; [ ] = another dose, or the depositor's remark. Unless noted, calls follow the shape of the dose curve; as a rule, active = well fitted curve in the direction sought with a large enough effect; inconclusive = small, poorly fitted or top-dose-only effect, or another doubt; inactive = no such curve, though single readings can be large; an effect the other way counts as inactive or inconclusive. These rows are one share of the data; the hit share may differ from the screen's.

SMILES	LDHA inh	TrxR1 substrate	GRP78 ERSR act	USP1-UAF1 inh	TrxR1 inh	Vif-A3F inh	IDH1 R132H inh	Vif-A3G inh	RGS4 inhibitor
CC(CCc1ccccc1)NC(=O)COC(=O)c1ccccc1Br (stereo unspecified)	-1	2%	-1%	-20%	16%	2%	-1%	-4%	-23%
COC(=O)c1cc(C)sc1NC(=O)CN1CCN(C(=O)C2CCCO2)CC1 (stereo unspecified)	-6	-5%	-3%	-20%	-11%	-4%	2%	0%	-20%
CN(C)C(=O)CN1C(=O)NC(c2ccccc2)(c2ccccc2)C1=O	-1	5%	-4%	-17%	7%	11%	1%	1%	9%
O=C(COc1ccccc1N1C(=O)C2C3C=CC(C3)C2C1=O)c1ccccc1 (stereo unspecified)	2	10%[57.1 µM]	-2%	-5%	8%	-29%	-1%	2%	-1%
Cc1nn(C)c(Cl)c1C(=O)NCC(=O)O	-1	-19%[11.4 µM]	-1%	-17%	32%[11.4 µM]	-6%	8%	0%	-5%
COc1ccc2c(CC(=O)Nc3ccc(N4CCOCC4)cc3)coc2c1	0	4%	2%	-23%	16%	1%	2%	-1%	5%
S=c1[nH]nc(-c2ccc(Cl)cc2)n1Cc1ccccc1	1	-8%	-1%	-13%	-16%	-6%	6%	-4%	-51%
Nc1ccc2c(c1)C(O)c1ccc(Cl)cc1-2 (stereo unspecified)	-2	-5%	0%	5%	-11%[57.1 µM]	-3%	12%	-5%	17%
COC(=O)C(C)N(c1ccc(OC)cc1)S(C)(=O)=O (stereo unspecified)	-12	13%[57.1 µM]	2%	u	30%[57.1 µM]	1%	0%	0%	-1%
CC(=O)Nc1ccc(NC(=O)c2ccc(-c3ccc([N+](=O)[O-])cc3)o2)cc1	-16	2%	-3%	-18%	19%	1%	-6%	1%	u
CCCCOP(=O)(OCCCC)C(Nc1ccccc1)c1ccc2c(c1)OCO2 (stereo unspecified)	2	-19%	-2%	-22%	-13%	-4%	7%	-5%	-20%
CCOc1ccc(C(=O)OCC(=O)Nc2cc(S(=O)(=O)N3CCOCC3)ccc2N2CCOCC2)cc1	2	5%	-5%	-10%	u	0%	9%	3%	-14%
COC(=O)Nc1sc2c(c1C(=O)N1CCOCC1)CCC(C)C2 (stereo unspecified)	13	4%	-2%	-12%	-6%	-3%	8%	1%	u
COc1cc(C(=O)c2ccccc2)c(OC)cc1C(=O)Nc1ccc(O)cc1	-10	-3%	0%	-18%	11%	-5%	-8%	-15%	-14%
O=C(Oc1ccccc1Cl)c1ccc(N2CCOCC2)c([N+](=O)[O-])c1	1	-15%	-1%	-12%	-3%	-11%	6%	3%	-6%
O=C(OCC(=O)N(Cc1ccccc1)Cc1ccccc1)c1cccc(O)c1	1	7%	-3%	-13%	12%	-19%	5%	1%	-5%
C=CCn1c(SCc2cc(=O)n3ccsc3n2)nc2sc(C)c(C)c2c1=O	4	-8%	-4%	5%	2%	1%	3%	-1%	-17%
CC(=O)O[C@H]1C[C@@]2(C)[C@@H](C[C@@H](O)[C@H]3[C@@]4(C)CC[C@@H](O)[C@@H](C)[C@@H]4CC[C@@]32C)/C1=C(\CCC=C(C)C)C(=O)O	-1&-4	6%&3%	-3%&3%	-28%&-15%	21%&6%	-1%&-4%	-2%&-8%	2%&3%	6%&7%
COc1ccc(S(=O)(=O)Nc2cc(C)nn2-c2ccccc2)cc1	-11	8%[57.1 µM]	-1%	-11%	9%[57.1 µM]	3%	1%	-4%	-14%[11.4 µM]
Cc1nc(-c2ccc(S(=O)(=O)N3CCN(c4ccccc4F)CC3)cc2)co1	5&-2	-5%[57.1 µM]	-3%	-36%	-3%[57.1 µM]	3%	-13%	2%	-19%
O=C(c1ccc(Cl)c([N+](=O)[O-])c1)N1CCN(C(=O)c2ccco2)CC1	-1	8%[0.0914 µM]	-2%	1%	23%	-5%	4%	-3%	28%
COc1ccc(NC(=O)C(Cc2ccccc2)n2cccc2)cc1 (stereo unspecified)	-1	-11%	-4%	-4%	-1%	-3%	14%	-1%	-1%
CC1(C)CC(=O)C(N=Nc2cc(Cl)c(Cl)c(Cl)c2)=C(O)C1	-1	3%[57.1 µM]	5%	-18%	-4%[57.1 µM]	4%	1%	-7%	-1%
O=C(Nc1ccc(Br)cc1)c1ccccc1CC[N+](=O)[O-]	-5	-9%[57.1 µM]	1%	-24%	13%	0%	2%	-7%	13%
CC(C)CCNC(=O)c1onc(CSc2ccccn2)c1C(=O)NCCC(C)C	-13	-17%	-5%	-1%	2%	3%	1%	-7%	u
CCOC(=O)/C=C1/SCC(=O)N1CC(=O)Nc1cccc(F)c1	-7	-13%	-5%	-8%	-4%	0%	3%	-8%	-1%
CC(=O)Oc1ccc2nc(-c3cccs3)oc(=O)c2c1	-2	5%[57.1 µM]	0%	-2%	10%[57.1 µM]	-7%	12%	2%	28%
CN(C(=O)c1cccc(C#N)c1)c1nnc(C2CCCO2)s1 (stereo unspecified)	-6	-5%	-5%	-2%	-2%	-13%	8%	-2%	-4%
CCN1C=C(Cc2ccc(F)cc2)C2=C(C1)C(c1ccc(F)cc1)C(C#N)=C(N)O2 (stereo unspecified)	5	9%[57.1 µM]	-5%	-21%	-32%	-3%	3%	u	u
O=C(O)CCn1nnc2ccccc21	-15	-12%	-2%	-21%	-15%	3%	-5%	-1%	8%
Cc1noc(C)c1C1(O)CCCCCCCCCCC1	1	-14%	1%	-1%	-16%	0%	0%	0%	13%
CCc1cc(=O)[nH]c(SCc2ccc(C)cc2)n1	-5	3%[57.1 µM]	3%	-18%	25%[57.1 µM]	20%	12%	-7%	-25%
Cc1ccc(C(=O)N2CCC(C(=O)c3c(C)cc(C)cc3C)CC2)cc1	0	3%	-2%	-10%	11%	-1%	-4%	-1%	29%
CCOC(=O)C1C(c2ccccc2)C(C(=O)OCC)S(=O)(=O)C(CCN(CC)CC)S1(=O)=O (stereo unspecified)	-4	-2%	-4%	-21%	3%	-3%	-8%	1%	-11%
CCCc1nc2ccccc2n1CC(O)COc1ccc(NC(C)=O)cc1 (stereo unspecified)	-1	7%	-2%	-25%	18%	6%	2%	1%	-13%
COCCN(Cc1nc(-c2ccc(-c3ccccc3)cc2)oc1C)C(C)C	0	7%	-10%	-18%	8%	-6%	-5%	0%	-8%

A different layout for four compounds above:
CC(CCc1ccccc1)NC(=O)COC(=O)c1ccccc1Br (stereo unspecified)
  LDHA inh = -1
  TrxR1 substrate = 2%
  GRP78 ERSR act = -1%
  USP1-UAF1 inh = -20%
  TrxR1 inh = 16%
  Vif-A3F inh = 2%
  IDH1 R132H inh = -1%
  Vif-A3G inh = -4%
  RGS4 inhibitor = -23%
Cc1ccc(C(=O)N2CCC(C(=O)c3c(C)cc(C)cc3C)CC2)cc1
  LDHA inh = 0
  TrxR1 substrate = 3%
  GRP78 ERSR act = -2%
  USP1-UAF1 inh = -10%
  TrxR1 inh = 11%
  Vif-A3F inh = -1%
  IDH1 R132H inh = -4%
  Vif-A3G inh = -1%
  RGS4 inhibitor = 29%
Nc1ccc2c(c1)C(O)c1ccc(Cl)cc1-2 (stereo unspecified)
  LDHA inh = -2
  TrxR1 substrate = -5%
  GRP78 ERSR act = 0%
  USP1-UAF1 inh = 5%
  TrxR1 inh = -11%[57.1 µM]
  Vif-A3F inh = -3%
  IDH1 R132H inh = 12%
  Vif-A3G inh = -5%
  RGS4 inhibitor = 17%
O=C(COc1ccccc1N1C(=O)C2C3C=CC(C3)C2C1=O)c1ccccc1 (stereo unspecified)
  LDHA inh = 2
  TrxR1 substrate = 10%[57.1 µM]
  GRP78 ERSR act = -2%
  USP1-UAF1 inh = -5%
  TrxR1 inh = 8%
  Vif-A3F inh = -29%
  IDH1 R132H inh = -1%
  Vif-A3G inh = 2%
  RGS4 inhibitor = -1%

Next records follow:
SMILES	LDHA inh	TrxR1 substrate	GRP78 ERSR act	USP1-UAF1 inh	TrxR1 inh	Vif-A3F inh	IDH1 R132H inh	Vif-A3G inh	RGS4 inhibitor
O=C(COC(=O)c1ccc(N2CCOCC2)c([N+](=O)[O-])c1)Nc1ccc2c(c1)OCO2	-4	-5%	3%	-18%	-10%	0%	6%	-12%	5%
CC(=O)CC(=O)Nc1ccc(Cl)cn1	-13	8%[57.1 µM]	-4%	-5%	-16%[57.1 µM]	3%	1%	-3%	4%
O=C(OCc1nc2ccccc2s1)c1cccc(N2C(=O)CCC2=O)c1	-9	10%[57.1 µM]	-3%	-15%	19%[57.1 µM]	9%	4%	1%	-4%
COc1cc(S(=O)(=O)N2CCOCC2)ccc1NC(=O)CSc1nnc(N)s1	-4	11%[57.1 µM]	-3%	-17%	4%[57.1 µM]	3%	-1%	2%	-5%

Compound activity: PubChem, National Center for Advancing Translational Sciences (NCATS)
